Measles CPE = compounds protecting cells from measles virus cytopathic effect, primary screen, measles RdRp inhibitor project, single point, MLSMR library, absorbance; Measles virus-infected cells, CPE protection; protection (pct of control), % at 4 µM; actives 1.5% (n = 140,000); AID 841, 2007; in the data active = protection mostly above about 24%, no sharp cut-off; inactive = mostly below about 26%; note: some compounds called inactive have numbers as strong as hits
BB579 growth dn = growth inhibitors of yeast BB579 in restrictive medium, primary screen, yeast lifespan-shortening project, S. cerevisiae | OD615, 48 h | inhibition, % at 10 µM | actives 0.51% (n = 140,000) | AID 804, 2007;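 active = inhibition above a set limit, 3 SD over the mean compound inhibition, cut at about 44% in these data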; note: inactives centre near -24
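Detection: OD615 turbidity measurement; Material: Saccharomyces cerevisiae DeaD strain BB579, replicative lifespan model yeast; Timing: 48 h exposure, 30 °C; Doses: single 10 µM dose; Medium: CSMM-D restrictive synthetic medium containing dextrose (glucose); Controls: amphotericin B at 10 µg/mL as positive control.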
Phagocyt inh = inhibitors of macrophage phagocytosis, primary screen, imaging, J774A.1 cells, IgG beads; actives 0.07% (n = 110,000); inhibition, % at 5 µM; J774A.1 macrophage IgG-bead phagocytosis;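 active = inhibition above the mean of the plate negative controls plus 5 SD, cut at about 13% in these data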;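 note: phagocytic index as fraction of beads internalized from green versus red external bead signal; plate controls were DMSO negative control for no effect and cytochalasin-D positive control for full effect; some results beyond the cut were filed as inactive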
E-sel TNF inh = E-selectin induction blockers in HUVEC – imaging, immunofluorescence, high content, primary screen | HUVEC TNFa-induced E-selectin immunofluorescence | inhibition, % at 2 µM | actives 0.71% (n = 120,000);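 active = inhibition above the batch mean plus 3 SD, and confirmed as a hit on visual image review, cut at about 43% in these data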;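 note: 0% = TNF-stimulated DMSO wells and 100% = unstimulated control wells; not every result past the cut was called active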
bCat KO growth = primary screen for growth suppressors in beta-catenin knockout HCT116 cells (colon tumor, human). actives 1.5% (n = 140,000). HCT116 beta-catenin knockout viability, CellTiter-Glo, 60 h; hits give low values. viability, % at 10 µM;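 active = viability at or under a set limit, the compound median less 4 SD, cut at about 6% in these data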;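 note: 0% = Hyamine 1622 control at 20 µM and 100% = untreated cell control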
PTEN del growth = growth suppression of PTEN-null HCT116, primary screen, cell-based, CellTiter-Glo; viability, % at 10 µM; actives 1.2% (n = 140,000); HCT116 PTEN-null viability, 60 h; hits give low values;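 active = viability at or below a set limit, 4 SD under the median of all tested compounds, cut at about 3.7% in these data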;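 note: PTEN knockout HCT116 line with beta catenin targeted HCT116 as companion control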
GALR2 blocker = GALR2 antagonists in receptor-expressing cells, primary screen; antagonist mode; inhibition, % at 4 µM; actives 0.39% (n = 140,000); AID 828, 2007; in the data active = inhibition above about 27%;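 note: cells stimulated with galanin 1-16 at roughly its EC80; 0% = agonist challenge control and 100% = basal control without agonist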
Target sequence (O43603 whole entry, looked up): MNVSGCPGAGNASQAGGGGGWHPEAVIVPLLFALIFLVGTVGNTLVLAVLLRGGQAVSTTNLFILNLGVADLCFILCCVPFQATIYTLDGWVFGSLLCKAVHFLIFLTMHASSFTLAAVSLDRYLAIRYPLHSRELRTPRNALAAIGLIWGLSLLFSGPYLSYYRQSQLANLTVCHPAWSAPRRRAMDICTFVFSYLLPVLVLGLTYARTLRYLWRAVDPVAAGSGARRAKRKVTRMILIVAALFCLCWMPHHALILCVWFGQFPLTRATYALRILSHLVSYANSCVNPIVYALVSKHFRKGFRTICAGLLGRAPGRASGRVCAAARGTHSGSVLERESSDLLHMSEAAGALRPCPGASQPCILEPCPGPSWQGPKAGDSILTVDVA
Yeast life ext = compounds extending yeast replicative lifespan, primary screen, S. cerevisiae, OD615; S. cerevisiae growth with nicotinamide; deaD strain in restrictive glucose medium; inhibition of the nicotinamide effect, % at 10 µM; actives 0.68% (n = 130,000); AID 775, 2007;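 active = inhibition above a set limit, placed 3 SD over the median of all compounds, cut at about 26% in these data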;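 note: 0% = nicotinamide-treated wells and 100% = cells grown without nicotinamide; some compounds called inactive have numbers as strong as hits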
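Assay system: DeaD-strain S. cerevisiae. Medium: CSMM-D glucose medium, restrictive. Reagent: nicotinamide, 1.5 mM, co-present with compound. Compound: 10 µM single point, 0.25% DMSO. Schedule: culture preincubation 4 h, compound exposure 48 h, both 30 °C. Detection: absorbance at 615 nm.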
NPY Y2 blocker = NPY-Y2 receptor antagonists, primary screen, cell-based. inhibition, % at 2.7 µM. NPY-Y2 expressing cells, antagonist mode. Neuropeptide Y receptor type 2 (Homo sapiens), P49146. AID 793, 2007. actives 0.99% (n = 140,000); in the data active = inhibition above about 17%;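 note: 0% = vehicle with agonist challenge and 100% = reference antagonist with challenge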
Target sequence (P49146 whole entry, looked up): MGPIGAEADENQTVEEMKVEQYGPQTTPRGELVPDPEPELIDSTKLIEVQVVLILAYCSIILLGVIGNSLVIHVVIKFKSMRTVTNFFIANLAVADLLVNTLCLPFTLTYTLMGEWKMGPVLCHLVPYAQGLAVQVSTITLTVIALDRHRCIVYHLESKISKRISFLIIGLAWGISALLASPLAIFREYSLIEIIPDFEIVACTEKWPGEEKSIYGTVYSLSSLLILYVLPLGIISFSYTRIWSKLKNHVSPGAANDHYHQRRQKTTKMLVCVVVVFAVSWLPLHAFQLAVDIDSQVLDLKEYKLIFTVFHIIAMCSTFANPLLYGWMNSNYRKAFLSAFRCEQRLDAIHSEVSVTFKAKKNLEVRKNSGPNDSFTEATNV
MRP-1 activ = H69AR viability gain despite doxorubicin, primary screen, MRP-1 activator project, H69AR cells, CellTiter-Glo. viability rescue. viability increase, % at 10 µM. actives 0.61% (n = 140,000);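 active = viability gain under doxorubicin at or above a set limit, the compound median plus 3 SD, cut at about 4.7% in these data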;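 note: MRP-1 overexpressing cells given doxorubicin 25 µM after compound pretreatment; 18-22 h compound pretreatment then 72 h with doxorubicin before readout; 0% = doxorubicin-only wells and 100% = vehicle-treated cells without doxorubicin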
The depositor's hits bear a star; . = not tested or not shown. These rows are one share of the data (hit frequency here may not be typical).

SMILES	Measles CPE	BB579 growth dn	Phagocyt inh	E-sel TNF inh	bCat KO growth	PTEN del growth	GALR2 blocker	Yeast life ext	NPY Y2 blocker	MRP-1 activ
CC/C(=N\N1CCCCCC1)c1c(O)n(-c2ccccc2C)c(=O)[nH]c1=O	12.8	-29.9	-0.4	.	71.7	77.0	-2.2	-1.3	7.0	-4.6
C[C@H]1CCC[C@H](O)CCCCCc2cc(O)cc(O)c2C(=O)O1	25.9	-8.1	-0.5	-5.8	71.0	74.1	-4.3	-5.7	-0.4	-4.4
C=C1N2CCC(CC2)C1(O)c1ccccc1C (stereo unspecified)	2.4	-13.3	-0.9	.	92.5	91.7	-2.8	-6.0	-1.6	1.8
O=c1cccc2n1CC1CC2CN(S(=O)(=O)c2ccccc2)C1 (stereo unspecified)	10.0	-46.3	.	0.6	97.7	86.3	4.1	-18.7	-1.5	-1.6
Cc1cccc(-n2c(O)c(/C=C/C=Nc3ccccc3)c(=O)[nH]c2=O)c1	7.5	-24.0	-3.0	-2.6	96.6	99.4	5.1	22.9	-1.6	-1.3
CN1CCN(C(=O)COc2ccc(S(=O)(=O)N(C)Cc3ccccc3)cc2)CC1	11.5	-7.0	-0.7	13.2	92.2	107.0	0.4	-11.3	1.2	-1.9
CC(=O)c1ccc(OC(NC(=O)Cc2ccccc2)C(Cl)(Cl)Cl)cc1 (stereo unspecified)	13.3	-38.2	.	14.6	89.4	94.7	4.0	-22.7	1.6	-1.3
CCCCn1c(O)c(C(CC)=Nc2ccc(C(=O)O)cc2)c(=O)[nH]c1=O	3.1	-35.8	.	-17.5	97.5	91.3	-4.3	10.2	-0.8	-0.6
CCOC(=O)c1ccc(N=Cc2c(O)n(-c3ccccc3F)c(=S)[nH]c2=O)cc1	17.9	-16.5	0.4	10.0	101.9	97.5	2.1	1.2	4.4	-0.6
CCCCCCC(=O)c1c(O)n(-c2ccccc2OC)c(=O)[nH]c1=O	17.2	10.8	-1.3	-3.1	88.8	104.4	-5.9	0.9	-0.1	-0.1
O=C(c1cc2cc3ccc(Cl)cc3nc2o1)N1CCC2(CC1)OCCO2	11.6	-20.9	.	-7.4	90.5	90.4	2.4	-9.1	2.8	-2.0
CO[C@H]1[C@@H](OC)CC(OC2OC(CO)C(O)C(O)C2O)/C(=C\C#N)[C@@H]1O (stereo partly specified)	5.6	13.3	.	-0.2	96.8	102.2	-3.3	-0.3	-0.5	-0.6
O=C(Oc1ccc([N+](=O)[O-])cc1)N1CCC(N2CCCCC2)CC1	35.3	-2.5	.	-2.2	82.9	86.9	-9.8	-2.8	-0.1	-0.6
O=c1[nH]c(=O)n(-c2ccccc2Cl)c(O)c1C=NCCN1CCCCC1	4.6	-29.0	-0.1	4.5	88.2	103.4	4.3	-5.8	1.4	-0.4
O=P(NCc1ccccc1)(Oc1ccccc1)Oc1ccccc1	4.7	-7.0	-3.6	-14.9	71.0	79.5	-1.1	26.8*	8.0	-4.1
Cc1sc2c(c1C)C(c1cccs1)=NCC(=O)N2CC(=O)NCc1cccs1	1.9	-28.4	-0.6	-2.4	90.9	96.7	-13.2	-20.9	1.2	-1.6
COCCOC(=O)c1c(C)oc2ccc(OC(=O)N(C)C)cc12	4.8	-32.3	1.0	.	77.5	89.3	-9.5	-22.9	3.0	-2.5
Cc1ccc2c(c1)CC1(CN2C)C(=O)NC(=O)N(CCc2ccccc2)C1=O (stereo unspecified)	10.7	7.0	0.0	9.8	89.5	87.1	1.0	1.7	2.6	-1.9
CC(=O)N1CN2CN(C(C)=O)CC(C(=O)c3ccccc3)(C2)C1	5.4	-9.2	0.0	.	92.1	85.6	-9.0	-16.9	0.2	-2.3
CCc1ccc(N2C(=O)NC(=O)/C(=C/c3cccn3CCOc3ccc(C(C)CC)cc3)C2=O)cc1 (stereo unspecified)	17.5	-54.4	.	79.9*	78.4	78.2	-2.9	13.8	1.4	0.9

Overlap with the part before: six entries; new compounds follow.
SMILES	Measles CPE	BB579 growth dn	Phagocyt inh	E-sel TNF inh	bCat KO growth	PTEN del growth	GALR2 blocker	Yeast life ext	NPY Y2 blocker	MRP-1 activ
O=P(NCc1ccccc1)(Oc1ccccc1)Oc1ccccc1	4.7	-7.0	-3.6	-14.9	71.0	79.5	-1.1	26.8*	8.0	-4.1
Cc1sc2c(c1C)C(c1cccs1)=NCC(=O)N2CC(=O)NCc1cccs1	1.9	-28.4	-0.6	-2.4	90.9	96.7	-13.2	-20.9	1.2	-1.6
COCCOC(=O)c1c(C)oc2ccc(OC(=O)N(C)C)cc12	4.8	-32.3	1.0	.	77.5	89.3	-9.5	-22.9	3.0	-2.5
Cc1ccc2c(c1)CC1(CN2C)C(=O)NC(=O)N(CCc2ccccc2)C1=O (stereo unspecified)	10.7	7.0	0.0	9.8	89.5	87.1	1.0	1.7	2.6	-1.9
CC(=O)N1CN2CN(C(C)=O)CC(C(=O)c3ccccc3)(C2)C1	5.4	-9.2	0.0	.	92.1	85.6	-9.0	-16.9	0.2	-2.3
CCc1ccc(N2C(=O)NC(=O)/C(=C/c3cccn3CCOc3ccc(C(C)CC)cc3)C2=O)cc1 (stereo unspecified)	17.5	-54.4	.	79.9*	78.4	78.2	-2.9	13.8	1.4	0.9
C=CC1CN2CCC1CC2[C@@H](OC(=O)c1ccc(OC)cc1)c1ccnc2ccccc12 (stereo partly specified)	5.6	-10.5	-4.2	2.3	67.5	67.0	-8.4	2.6	12.0	-3.3
CCn1c(O)c(C=NCCc2c[nH]c3ccccc23)c(=O)[nH]c1=O	9.5	-41.2	0.7	-21.5	95.1	98.8	-2.0	-7.8	-0.3	-2.0
Cc1ccc2nc(N3CCC(C(=O)N4CCC5(CC4)OCCO5)CC3)sc2c1	26.1	-27.7	-1.7	.	75.0	78.1	1.9	-6.5	-2.3	-3.5
CN1CCc2nc3sc(C(=O)NC(C)(C)C)c(N)c3cc2C1	10.7	-0.4	.	-7.1	82.5	91.6	-3.0	-19.8	-1.3	-1.3
CCOC(=O)C1CCCCC12C(C#N)=C(N)Oc1n[nH]c(C)c12 (stereo unspecified)	17.1	14.6	0.7	-26.0	92.1	97.0	-9.0	0.4	6.9	-1.5
Cc1cc(=O)n(-c2ccccc2)n1-c1ccccc1	4.4	11.5	-13.7	.	93.6	98.7	15.6	3.3	5.1	-1.4
CC1=[N+]([O-])C2(N)CCc3nonc3C2(O)C1 (stereo unspecified)	3.6	-39.8	0.5	12.1	88.8	85.1	13.2	-10.4	1.0	-2.0
CCOP(=O)(OCC)C(NC(=O)c1ccc(C)cc1)C(Cl)(Cl)Cl (stereo unspecified)	5.6	-34.4	-1.4	10.7	98.8	96.9	-0.3	3.7	-2.2	0.2
CCC(C)OC(=O)c1c(N)n(Cc2cccs2)c2nc3ccccc3nc12 (stereo unspecified)	14.9	-28.4	2.2	-9.2	59.1	56.5	6.0	-7.4	13.4	-1.9
CCCCCCOc1ccc(CN2CCN(CCO)CC2)cc1	5.3	20.7	-1.8	-34.0	82.6	88.1	-2.9	-19.9	8.1	-4.8
c1ccc(-c2[nH]c(-c3ccccc3)[n+](CC3CO3)c2-c2ccccc2)cc1 (stereo unspecified)	2.9	-42.7	-4.8	19.5	56.3	56.9	14.5	20.1	9.8	-6.0
CC12CN3CC(C)(CN(C1)C3c1ccncc1)C2=O (stereo unspecified)	.	-64.1	-2.8	-12.3	94.5	108.9	1.3	-9.2	3.6	0.6
COc1ccc2[nH]cc(CCN)c2c1	8.9	-7.9	.	.	92.4	94.6	1.4	-3.0	-0.6	-1.7
CCN(CC)c1ccc(/C=C2\C(=O)NC(=O)N(Cc3ccco3)C2=O)cc1	5.4	-7.1	-7.9	-10.2	101.1	94.4	12.0	-7.3	2.6	-0.4
O=C(NC1CONC1=O)OCC(Cl)(Cl)Cl (stereo unspecified)	4.6	-33.7	-5.0	2.2	95.4	95.3	-7.2	10.0	3.2	0.4
CCN(CC)C(=O)c1ccc(NC(=O)Cn2nc(C)c3ccccc3c2=O)cc1	12.0	14.7	1.4	0.1	109.7	101.8	8.4	-8.0	0.2	-0.7
C[N+]1(C)[C@@H]2CC[C@H]1CC(OC(=O)C(CO)c1ccccc1)C2 (stereo partly specified)	5.0	-21.6	.	.	104.8	91.9	0.7	2.5	-1.5	-1.1
